# HTR5A ag ctr: counter-screen for OPRM1-OPRD1 agonists: human HTR5A agonism. HTR5A agonist assay, luminescence, cell-based. activation, % at 9.3 µM. 340,000 tested, 0.61% active. AID 504692; in the data active means activation mostly above about 9.5%, no sharp cut-off; inactive means mostly below about 7.6%;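 further: 0% = cells with vehicle only and 100% = reference agonist; strong numbers were not always called active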
# SR-BI DiI inh: inhibitors of mouse SR-BI mediated HDL lipid uptake; Q61009; ldlA[mSR-BI] CHO cells, DiI-HDL uptake fluorescence, 3 h; inhibition, % at 12.5 µM; 320,000 tested, 0.96% active;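 active means mean replicate inhibition of at least 70% and a set share of replicates each scoring 70 or more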;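 further: 0% = median of neutral control wells and 100% = median of positive control wells; values of inactives mirror those of a sister screen read the other way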
# Wnt act: activators of Wnt/beta-catenin signaling. Wnt/beta-catenin reporter cell assay, activator, plate reader. activation, % at 9.35 µM. 300,000 tested, 1.2% active; in the data active means activation above about 30%, passing the limit was not always enough;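 further: 0% = neutral control wells and 100% = positive control wells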
# NSD2 HMT inh: NSD2 (human) methyltransferase inhibition; AID 743445; 310,000 tested, 0.54% active; O96028; inhibition, % at 12.5 µM; NSD2 peptide methylation, AlphaScreen, 120 min; in the data active means inhibition above about 50%
# HTR5A inv ctr: HTR5A inverse agonism, opioid heterodimer counter-screen. AID 504634. inhibition, % at 9.3 µM. 340,000 tested, 0.083% active. HTR5A cell line, luminescence. P47898; in the data active means inhibition mostly above about 23%, no sharp cut-off; inactive means mostly below about 18%;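 further: 0% = cells with DMSO and 100% = no-cell wells with DMSO; some compounds called inactive have numbers as strong as hits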
# dFosB act: activators of mouse delta FosB homodimer; P13346; purified delta FosB, TAMRA-CDK5 oligo fluorescence polarization; percent of positive-control signal above neutral wells; activation, % at 25 µM; 340,000 tested, 0.99% active;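 active means mean activation above about 17%, with every replicate also reaching it, limit read from the data, passing the limit was not always enough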;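 further: fluorescence polarization rise as delta FosB binds a TAMRA Cdk5 AP-1 oligo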
# Target sequence (P13346 whole entry, looked up): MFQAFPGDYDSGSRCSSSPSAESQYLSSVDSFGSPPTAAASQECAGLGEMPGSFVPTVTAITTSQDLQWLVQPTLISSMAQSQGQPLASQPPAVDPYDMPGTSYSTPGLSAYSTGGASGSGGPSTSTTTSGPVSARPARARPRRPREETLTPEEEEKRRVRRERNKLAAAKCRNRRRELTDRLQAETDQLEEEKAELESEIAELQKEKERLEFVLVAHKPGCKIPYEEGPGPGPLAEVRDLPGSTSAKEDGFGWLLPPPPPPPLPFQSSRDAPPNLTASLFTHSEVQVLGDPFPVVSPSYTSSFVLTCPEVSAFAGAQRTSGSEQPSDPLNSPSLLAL
# CDK5 p35 inh: CDK5/p35 (human) kinase inhibition | Recombinant CDK5/p35, ADP-Glo luminescence, 60 min | 330,000 tested, 0.01% active | inhibition, % at 10 µM;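 active means highest replicate inhibition of at least 50% and at least 75% of replicates reaching 50%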;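 further: plate controls were DMSO neutral control for no effect and GW8510 at 10 µM for full effect; many of its hits are not listed in these tables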
# MITF act: MITF TRPM1 promoter activation in melanoma cells; 300,000 tested, 0.75% active; SK-MEL-5 TRPM1-promoter luciferase, 24 h; % of positive control, neutral wells = 0; activation, % at 12.5 µM; AID 588334;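 active means mean activation of at least 80% with every replicate also reaching 80%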;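 further: 0% = neutral control wells and 100% = parthenolide positive control wells; values of inactives mirror those of a sister screen read the other way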
# V-ATPase pHluor: yeast V-ATPase proton transport regulation by pHLuorin | response, % at 10 µM | S. cerevisiae, pHLuorin cytosolic pH fluorescence | 350,000 tested, 0.37% active; in the data active means response mostly above about 7.3%, no sharp cut-off; inactive means mostly below about 5.4%; further: actives read high; inactives centre near 0; some compounds called inactive have numbers as strong as hits; reference of the scale not given here
# PvdQ acylase: blocks Pseudomonas aeruginosa PvdQ acylase activity; purified PvdQ acylase, fluorescence plate reader; 340,000 tested, 0.063% active; inhibition, % at 10 µM; in the data active means inhibition above about 30%, passing the limit was not always enough;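 further: 0% = vehicle neutral wells and 100% = reference inhibitor wells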
# * hit, by the source's call; . = not tested or not shown.
# Value order – HTR5A ag ctr	SR-BI DiI inh	Wnt act	NSD2 HMT inh	HTR5A inv ctr	dFosB act	CDK5 p35 inh	MITF act	V-ATPase pHluor	PvdQ acylase
Cc1[nH]nc(SCC(=O)NCC(C)C)c1[N+](=O)[O-]
 : -2	.	2	-2	-4	3	1.1	21	0	-2
C/C(=N\Nc1ccc(C(=O)O)cc1)c1ccc(Br)cc1
 : 3	.	4	10	-29	-9	0.8	-28	6	-5
COc1ccc(-n2nc(C(=O)NCC(=O)NC(C)C)c3ccccc3c2=O)cc1
 : 0	.	0	-2	-1	-20	1.5	11	1	-16
CCOC(=O)c1c(C)[nH]c(C(=O)OCc2ccccc2)c1C
 : 3	40	43*	1	-13	-16	2.3	92*	-4	-10
CCN=c1sc(C(=O)OC)cc(=O)n1CC
 : 11*	17	.	.	0	5	0.2	.	4	1
COc1ccccc1N(CN1C(=O)c2ccccc2C1=O)C(=O)c1cccc(C)c1
 : -5	-14	-4	0	10	-3	3.2	3	0	-3
CC(C)Cc1nnc(NC(=O)c2ccc3c(=O)n4c(nc3c2)CCC4)s1
 : 4	-6	-2	0	0	-14	1.1	6	-9	15
CC(C)=CCC/C(C)=C/CNC(=O)C[C@H]1C[C@H](C(=O)N2CCOCC2)[C@@]2(C)c3[nH]c4cc(-c5ccco5)ccc4c3CCN2C1=O
 : 0	-2	.	.	-1	0	-0.8	-14	0	-4
O=C(CCN1CCCCCC1)Nc1ccc2c(c1)OCCO2
 : 1	-26	1	4	25	-4	0.8	12	-3	-17
COc1ccc(/C=C2\CCCC3C2=NN(C(=O)c2ccco2)C3c2ccc(OC)c(OC)c2)cc1OC (stereo not given)
 : -3	4	-2	2	-9	-6	-1.1	-4	-4	-13

# Looked up above:
# CCN=c1sc(C(=O)OC)cc(=O)n1CC in CDK5 p35 inh has 0.2
# Cc1[nH]nc(SCC(=O)NCC(C)C)c1[N+](=O)[O-] in NSD2 HMT inh has -2
# CCOC(=O)c1c(C)[nH]c(C(=O)OCc2ccccc2)c1C in HTR5A ag ctr has 3

# Compounds listed so far with four or more nitrogen atoms:
# Value order – HTR5A ag ctr	SR-BI DiI inh	Wnt act	NSD2 HMT inh	HTR5A inv ctr	dFosB act	CDK5 p35 inh	MITF act	V-ATPase pHluor	PvdQ acylase
Cc1[nH]nc(SCC(=O)NCC(C)C)c1[N+](=O)[O-]
 : -2	.	2	-2	-4	3	1.1	21	0	-2
COc1ccc(-n2nc(C(=O)NCC(=O)NC(C)C)c3ccccc3c2=O)cc1
 : 0	.	0	-2	-1	-20	1.5	11	1	-16
CC(C)Cc1nnc(NC(=O)c2ccc3c(=O)n4c(nc3c2)CCC4)s1
 : 4	-6	-2	0	0	-14	1.1	6	-9	15
CC(C)=CCC/C(C)=C/CNC(=O)C[C@H]1C[C@H](C(=O)N2CCOCC2)[C@@]2(C)c3[nH]c4cc(-c5ccco5)ccc4c3CCN2C1=O
 : 0	-2	.	.	-1	0	-0.8	-14	0	-4

# Additional records
# Value order – HTR5A ag ctr	SR-BI DiI inh	Wnt act	NSD2 HMT inh	HTR5A inv ctr	dFosB act	CDK5 p35 inh	MITF act	V-ATPase pHluor	PvdQ acylase
CCC1CCCCN1C(=O)COC(=O)c1cc2ccccc2cc1O (stereo not given)
 : -2	.	.	-7	19	-5	1.7	40	-2	-9
CC1=CC(C)(C)N(C(=O)CN2C(=O)CCC2=O)c2ccccc21
 : 6	-4	-2	-1	-19	2	-8.5	.	2	2
O=C(O)c1cccc(N2C(=O)C3C4C=CC(C4=C(c4ccccc4)c4ccccc4)C3C2=O)c1 (stereo not given)
 : .	-18	-3	17	.	0	0.0	2	0	-4
COc1ccc(CN2CCOCCOCCN(Cc3ccc(OC)cc3)CCOCCOCC2)cc1
 : 5	-8	-1	2	18	-3	0.2	.	2	8
CCN(CC)S(=O)(=O)c1cccc(C(=O)N[C@H](C(=O)O)C(C)C)c1
 : 2	-11	.	36	12	6	0.3	19	6	-1
C#CCNC(=O)C1=C[C@H](c2ccccc2)C[C@H](OCCCCO)O1
 : 3	-19	3	.	-32	-7	2.4	11	3	-11
CCC(Sc1nnnn1-c1ccccc1)C(=O)NC(C)c1ccccc1 (stereo not given)
 : 7	-9	-1	-2	-4	-2	0.1	-1	-2	-8
COc1cccc(NC(=O)CN(C)C(=O)c2c(C)noc2C)c1
 : 0	3	-3	-3	9	-6	-0.4	-5	-3	-5
[O-][n+]1ccc(C2CC2)cc1
 : 2	-27	39*	-1	4	-7	0.8	.	2	-10
CCNc1nc(NC(C)(C)C)nc(N(CC)n2cnnc2)n1
 : 1	2	-1	-4	-6	-2	7.7	8	2	22
COc1ccccc1C(=O)NC(CCSC)C(=O)NC1CC1 (stereo not given)
 : 1	-22	-1	-1	9	1	1.1	-8	-4	-3
CCOC(=O)C1CCN(Cc2cnc(Oc3ccc(OC)cc3)s2)CC1
 : 12	-12	-3	0	-32	-5	1.9	-8	-3	-2
COC(=O)c1ccsc1NC(=O)CSc1nnnn1-c1ccccc1SC
 : 0	1	2	0	-12	-6	-6.4	-4	-1	-22
Cc1nc(C)c(-c2csc(Nc3ccccn3)n2)s1
 : 0	23	22	1	2	-12	0.8	.	-1	-1
CSc1ccc(CN(C)C(=O)C23CC4CC(CC(Cl)(C4)C2)C3)cc1
 : 6	-3	-2	-1	-15	-10	0.0	11	2	-11

# Of the compounds above, these have a halogen.
# Value order – HTR5A ag ctr	SR-BI DiI inh	Wnt act	NSD2 HMT inh	HTR5A inv ctr	dFosB act	CDK5 p35 inh	MITF act	V-ATPase pHluor	PvdQ acylase
C/C(=N\Nc1ccc(C(=O)O)cc1)c1ccc(Br)cc1
 : 3	.	4	10	-29	-9	0.8	-28	6	-5
CSc1ccc(CN(C)C(=O)C23CC4CC(CC(Cl)(C4)C2)C3)cc1
 : 6	-3	-2	-1	-15	-10	0.0	11	2	-11

# Assay outcomes: PubChem, several laboratories
